EPAC1 agonist – qHTS for Agonist of cAMP-regulated guanine nucleotide exchange factor 3 (EPAC1): primary screen. Rap guanine nucleotide exchange factor 3 (Homo sapiens), O95398. EPAC1 agonist qHTS, biochemical assay; response scale: 100% = response to 6.5 mM cAMP. Potency, µM (doses to about 154 µM), for the others: at the top dose activation, usual class: activators. hit rate 0.073% among 360,000. AID 720707, 2013; also: potency is read from the fitted curve at half-maximal effect; nearly all actives have a fitted effect of over 60% in size
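Nucleotide exchange by EPAC1 (100 nM) on Rap1B–BODIPY-GDP (250 nM) in the presence of 50 uM GDP is tracked fluorescently at 480/540 nm over 30 min. Signals are normalized to a 6.5 mM cAMP control.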
IL2 activator – qHTS of IL-2 Activators | IL-2 activation reporter assay, cell-based qHTS; stimulated with anti-CD3/CD4/CD28 beads; in transgenic mouse T cells | activation, % (series mostly up to about 46 µM) | hit rate 0.065% among 360,000; in the data active = activation above about 50%; inconclusive = mostly about 30% to 49%; also: 0% is about no effect
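Unstimulated transgenic mouse T cells, 750 per well, received compound and, after 60 minutes, anti-CD3/anti-CD4 bead plus anti-CD28 stimulation. EGFP and DsRed were quantified after 18 hours.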
CCT chaperon mod – High-Throughput Screening for Modulators of Cytosolic Chaperonin Activity; purified chaperonin ATPase assay, HTRF ADP detection, 30 min; activity change, % (test concentration not listed), hits read low; hit rate 0.3% among 360,000; AID 651819, 2012; in the data active = activity change below about -30%; also: % is scaled to controls: 0 for no effect and ±100 for the full control effect
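Nucleotide hydrolysis assay: TRiC at 20–40 nM final (set by batch activity) with 10 uM ATP, 30 min at 37 °C, in presence of 76 uM compound. Detection by competitive ADP HTRF, 30 min ambient.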
EPAC1 antag – qHTS for Antagonist of cAMP-regulated guanine nucleotide exchange factor 3 (EPAC1): primary screen. EPAC1 GEF assay, Rap1b-BODIPY-GDP exchange fluorescence. Potency, µM (highest dose often 115 µM), for the others: at the top dose activity change, negative = inhibition, actives largely listed as inhibitors. hit rate 0.14% among 360,000;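 also: potency is read from the fitted curve at half-maximal effect; plate controls were vehicle for no effect and positive control for full effect; nearly all actives have a fitted effect of over 50% in size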
WRN helicase inh – qHTS for Inhibitors of WRN Helicase. WRN helicase unwinding, fluorescent forked duplex, kinetic. Potency, µM (doses to about 114 µM), for the others: top-dose activity change, negative = inhibition, hits mostly inhibitors. hit rate 0.46% among 360,000; also: potency is read from the fitted curve at half-maximal effect; % is scaled to controls: 0 for no effect and ±100 for the full control effect; nearly all actives have a fitted effect of over 55% in size
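Enzyme (20 nM final) and test compound sit together 15 min at room temperature before substrate addition. Substrate is a single-forked duplex oligonucleotide (100 nM) labelled with fluorophore and quencher, with 2 mM ATP; helicase unwinding raises red fluorescence, read kinetically.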
PLK1 PBD inh – qHTS for Inhibitors of PLK1-PDB (polo-like kinase 1 - polo-box domain): Primary Screen. Serine/threonine-protein kinase PLK1 (Homo sapiens), P53350. hit rate 2.8% among 360,000. Plk1 PBD binding of FITC phosphopeptide, fluorescence polarization. Potency, µM, inactives show max response, negative = inhibition, most hits filed as inhibitors; also: potency is read from the fitted curve at half-maximal effect; series mostly up to about 57 µM; % is scaled to controls: 0 for no effect and ±100 for the full control effect; nearly all actives have a fitted effect of over 65% in size
PI5P4K alpha inh – qHTS for Inhibitors of phosphatidylinositol 5-phosphate 4-kinase (PI5P4K) | Phosphatidylinositol 5-phosphate 4-kinase type-2 alpha (Homo sapiens), P48426 | PI5P4Kalpha enzyme, ADP-Glo luminescence, 60 min; stronger effect = lower value | max response, % | hit rate 1.2% among 330,000; active = max response of -50% or lower; inconclusive = between -30% and -50%; inactive = -30% or higher; also: value at the top dose of about 77 µM; % is scaled to controls: 0 for no effect and ±100 for the full control effect
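Controls without substrate or without enzyme flank wells where PI5P4Kalpha converts substrate using 5 microM ATP (final). Incubation lasts 60 minutes at room temperature; ADP formed is read by ADP-Glo luminescence.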
EPAC2 agonist – qHTS for Agonist of cAMP-regulated guanine nucleotide exchange factor 4 (EPAC2): primary screen | AID 720711, 2013 | EPAC2 activation, biochemical qHTS; response scale: 100% = 6.5 mM cAMP response | Potency, µM (highest dose often 154 µM), for inactives: at the top dose activation, most hits filed as activators | hit rate 0.079% among 360,000; also: potency is read from the fitted curve at half-maximal effect; nearly all actives have a fitted effect of over 50% in size
Target sequence (Q8WZA2 whole entry, looked up): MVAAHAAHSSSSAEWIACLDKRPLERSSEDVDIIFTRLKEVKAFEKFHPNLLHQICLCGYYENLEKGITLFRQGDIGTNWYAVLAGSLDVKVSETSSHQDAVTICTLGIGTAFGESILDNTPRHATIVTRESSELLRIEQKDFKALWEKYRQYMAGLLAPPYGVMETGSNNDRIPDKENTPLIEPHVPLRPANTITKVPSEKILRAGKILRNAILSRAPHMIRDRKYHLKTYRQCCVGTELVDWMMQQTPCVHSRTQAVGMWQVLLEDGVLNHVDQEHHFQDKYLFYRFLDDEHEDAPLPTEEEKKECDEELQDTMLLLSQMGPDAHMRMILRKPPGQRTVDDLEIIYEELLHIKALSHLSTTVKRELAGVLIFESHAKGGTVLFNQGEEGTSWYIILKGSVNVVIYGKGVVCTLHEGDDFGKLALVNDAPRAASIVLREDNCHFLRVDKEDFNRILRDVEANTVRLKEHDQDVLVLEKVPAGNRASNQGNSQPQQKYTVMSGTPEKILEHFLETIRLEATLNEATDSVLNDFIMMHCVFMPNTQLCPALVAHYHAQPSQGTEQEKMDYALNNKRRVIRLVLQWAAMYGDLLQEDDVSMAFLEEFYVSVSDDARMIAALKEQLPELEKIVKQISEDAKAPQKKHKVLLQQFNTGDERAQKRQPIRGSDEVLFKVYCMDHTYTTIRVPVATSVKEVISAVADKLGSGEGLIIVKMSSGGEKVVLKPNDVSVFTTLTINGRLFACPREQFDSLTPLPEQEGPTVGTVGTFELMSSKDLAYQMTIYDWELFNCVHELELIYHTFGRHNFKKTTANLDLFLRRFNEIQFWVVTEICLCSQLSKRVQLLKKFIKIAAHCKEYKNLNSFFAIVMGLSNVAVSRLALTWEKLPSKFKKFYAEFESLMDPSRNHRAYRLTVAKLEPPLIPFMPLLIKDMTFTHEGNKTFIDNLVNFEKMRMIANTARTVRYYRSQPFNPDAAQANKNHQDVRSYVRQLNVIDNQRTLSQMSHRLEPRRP
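Compounds were titrated in qHTS against a Rap1B-BODIPY-GDP (250 nM) complex with EPAC2 (100 nM) and GDP (50 uM). BODIPY-GDP release tracked at 480/540 nm over 30 min at room temperature, normalized to 6.5 mM cAMP.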
The depositor's hits bear a star; ? = inconclusive; · = no result given; [ ] = remark or other dose. Unless noted, calls follow the shape of the dose curve; as a rule, active = well fitted curve in the direction sought with a large enough effect; inconclusive = small, poorly fitted or top-dose-only effect, or another doubt; inactive = no such curve, though single readings can be large; an effect the other way counts as inactive or inconclusive.

Sequence of screens – WRN helicase inh	CCT chaperon mod	EPAC2 agonist	EPAC1 antag	IL2 activator	PLK1 PBD inh	PI5P4K alpha inh	EPAC1 agonist
CC(=O)N1[C@H](Cc2ccccc2)C=C[C@]1(C)C(=O)NCCN1CCOCC1
 : 0%	0.5	-2%	-3%	-0.7	-1%	-4	-12%
Cc1cc2c(c(=O)n1C1CC1)C(c1cccc(Cl)c1)C(C#N)=C(N)O2 (stereo not given)
 : -4%	-1.3	1%	6%	-0.2	0%	-2	0%
c1ccc(C2CNCCc3ccccc32)cc1 (stereo not given)
 : -8%[57.1 µM]	-1.5	1%	21%	-2.0	-15%	-2	2%
CCN(CC)CCNc1ncnc2c1sc1nc(N3CCCC3)c3c(c12)CC(C)(C)OC3
 : -8%	0.6	5%	-20%	0.6	-6%	35	4%
Cc1cc(OCC(=O)NCc2cccnc2)c2c(C)c(C)c(=O)oc2c1
 : 2%	-2.2	6%	19%	-1.3	-15%	-8	7%
O=C(Cc1ccccc1)c1ccc(O)cc1
 : 6%	1.5	11%	-20%	0.4	-4%	2	7%
CC(C)C(c1nnnn1Cc1ccc2c(c1)OCO2)N1CCN(C)CC1 (stereo not given)
 : -3%	0.3	4%	-7%	-0.4	4%	2	1%
Cc1nc(C)c(-c2ccc(SCC(=O)Nc3ccccc3)nn2)s1
 : 2%	1.0	0%	5%	0.8	-3%	-4	-10%
O=C1OCCN1C(=O)[C@H]1[C@H](c2ccc(F)cc2)C(c2ccc(F)cc2)=NN1c1ccccc1
 : -3%	-0.7	5%	-19%	0.4	6%	5	-13%
O=C(Nc1ccc(F)cc1)c1ccc(-n2ccnc2)nc1
 : -1%	-0.5	-6%	-4%	-2.1	1%	·	0%
C=CCS/C(N)=N\N=C\c1c(O)ccc2ccccc12
 : -2%	-0.1	24%	?	-3.9	-6%	20	10%
CCc1ccc(NC(=O)C2=CC(c3cccs3)=NS(=O)(=O)N2C)cc1
 : -12%	0.8	10%	-29%	-1.7	-6%	4	10%
COc1ccc(-c2cc(=O)c3c(C)cc(O)cc3o2)cc1
 : ?	-1.9	-1%	?	1.5	-17%	-3	1%
COC(=O)Cn1cnc2c(cnn2-c2ccc(OC)cc2)c1=O
 : 10%	-0.3	3%	-6%	-1.3	-9%	-5	2%
CCN(C(=O)COc1cc(OC)ccc1C(C)=O)C1CCS(=O)(=O)C1 (stereo not given)
 : 6%	0.2	4%	6%	0.0	-5%	2	2%
CC1CCN(C(=O)COc2ccc(S(=O)(=O)N3CCCC3)cc2)CC1
 : 1%	-0.9	4%	-9%	1.0	-5%	0	6%
O=C(COc1ccc(NC(=O)c2ccccc2[N+](=O)[O-])cc1)c1ccc(F)cc1
 : -6%	-5.8	-8%	-3%	0.0	-1%	2	-18%
O=C1S/C(=C\c2ccccc2)C(=O)N1CC(O)Cn1c2ccccc2c2ccccc21 (stereo not given)
 : -14%	3.2	1%	-6%	-0.5	-4%	14	0%
O=C(CSc1cccc[n+]1[O-])Nc1ccc(C(F)(F)F)cc1[N+](=O)[O-]
 : -4%	-1.4	-7%	6%	-2.3	-10%	4	0%
NC(=O)[C@@H]1CC2(CC(c3cccc(NC(=O)CC(c4ccccc4)c4ccccc4)c3)=NO2)CN1C(=O)COc1ccc(Cl)cc1 (stereo not given in full)
 : 5%	-0.3	11%	-10%	-0.4	-13%	-3	-6%
CCCc1nnc(NC(=O)Cn2c(=O)oc3ccccc32)s1
 : -1%	-0.1	-4%	-6%	3.3	?	-13	-1%
COc1cccc2c(=S)c(CCC(C)=O)c(C)[nH]c12
 : -7%	2.0	1%	-15%	-3.0	?	-26	-13%
Cc1sc(NC(=O)C2=COCCO2)nc1-c1ccc(Cl)cc1
 : -1%	0.4	-3%	-1%	-0.8	-1%	1	?
COc1ccc(S(=O)(=O)NCC(=O)NCc2cc(=O)n(C)c(=O)n2C)cc1C
 : -5%	-0.7	0%	10%	-3.7	2%	2	-2%
Cn1c(Cn2nnc3ccccc32)nnc1SCC(=O)Nc1ccc2c(c1)OCO2
 : -3%	0.9	-4%	7%	2.4	-1%	·	-6%
Cc1ccc2[nH]c3c(=O)n(CC(=O)N4CC(C)CC(C)C4)ncc3c2c1 (stereo not given)
 : 0%	-2.0	-4%	-4%	-2.4	-11%	-6	8%
Nc1c(C(=O)NCc2ccc3c(c2)OCO3)nnn1Cc1ccc(Br)cc1
 : -1%	0.3	2%	-21%	-0.1	-14%	0	5%
CCCCCOC(=O)Cc1c(O)c2ccccc2[nH]c1=O
 : -9%	1.6	5%	-4%	0.9	-3%	2	0%
O=C(O)CSC(NC(=O)c1cccnc1)(C(F)(F)F)C(F)(F)F
 : -6%	1.0	1%	-4%	0.1	-29%	0	1%
CCCCNC(=O)Cn1c2c(c(-c3ccccc3Cl)cc1=O)CCC2
 : -3%	-0.2	-8%	-13%	-4.0	-7%	-10	5%
COc1cc(/C=C/C(=O)OCC(=O)c2c[nH]c3ccccc23)ccc1OC(F)F
 : 1%	0.3	-4%	-12%	-2.6	5%	-1	12%
O=C(Nc1ccccc1F)C1(c2ccccc2)CC1(Cl)Cl (stereo not given)
 : 5%	-0.1	1%	6%	-0.1	0%	-2	-2%
S=C1NNC2(NN1)C1CC3CC(C1)CC2C3
 : -3%[57.1 µM]	0.3	2%	1%	0.7	-4%	-12	-2%
COc1ccccc1CNC(=O)[C@H](C)NC(=O)C1CCN(C(=O)[C@@H](N)C(C)C)CC1
 : 1%	-1.5	-2%	7%	1.4	6%	0	-4%
Cn1c(CNS(=O)(=O)c2ccc(Cl)cc2)cc(=O)n(C)c1=O
 : 5%	-0.4	10%	-4%	-2.0	-17%	-6	0%
CSc1ccccc1C(=O)Nc1ccc(C)c(C)c1
 : -6%	0.9	2%	-15%	2.0	1%	·	9%
Cc1ccc(Cc2cc(-c3ccc(C)cc3)n[nH]c2=O)cc1
 : -21%	-1.2	19%	6%	-5.9	-1%	-5	-14%
COC(=O)[C@@]1(C)[C@H]2C(=O)N(C)C(=O)[C@H]2[C@H]2CN=C(SCC(=O)c3ccccc3)N21
 : 2%	-1.5	13%	4%	-0.7	24µM*	-30	-12%
CC(=O)NS(=O)(=O)c1ccc(NC(=S)NC(=O)C(C)C)cc1
 : -4%	2.0	4%	4%	-0.2	-8%	2	5%
CCOC(=O)Cc1csc(CC(N)=O)n1
 : 6%	0.0	11%	-6%	0.6	-6%	-2	-6%
CNC1(C(N)=O)CCNCC1
 : 4%	1.2	-3%	-13%	-1.0	3%	-4	1%
CCOC(=O)[C@]12CCC=C1N(Cc1cccc3ccccc13)C(=O)[C@H](CC(=O)NCc1cccc(C(F)(F)F)c1)C2
 : -12%	0.8	-8%	-23%	-0.7	-6%	11	-14%
O=C(NC1CC1)c1ccc2sc([C@H]3C[C@H](O)[C@@H](CO)O3)nc2c1
 : 0%	0.9	4%	5%	-0.1	0%	3	-4%
CC(=O)c1ccc(S(=O)(=O)N2CCN(C(=O)CSc3ccc(F)cc3)CC2)cc1
 : -10%	0.2	8%	-24%	0.0	?	-1	0%
COc1ccc(CNS(=O)(=O)c2ccc3c(c2)CCN3C(=O)C2CCC2)cc1
 : -1%[57.1 µM]	-0.5	0%	6%	-1.8	-8%	1	11%

Sorted by molar mass (descending): three of the compounds above
Sequence of screens – WRN helicase inh	CCT chaperon mod	EPAC2 agonist	EPAC1 antag	IL2 activator	PLK1 PBD inh	PI5P4K alpha inh	EPAC1 agonist
COc1ccc(CNS(=O)(=O)c2ccc3c(c2)CCN3C(=O)C2CCC2)cc1
 : -1%[57.1 µM]	-0.5	0%	6%	-1.8	-8%	1	11%
Cc1ccc(Cc2cc(-c3ccc(C)cc3)n[nH]c2=O)cc1
 : -21%	-1.2	19%	6%	-5.9	-1%	-5	-14%
CSc1ccccc1C(=O)Nc1ccc(C)c(C)c1
 : -6%	0.9	2%	-15%	2.0	1%	·	9%

(next part)
Sequence of screens – WRN helicase inh	CCT chaperon mod	EPAC2 agonist	EPAC1 antag	IL2 activator	PLK1 PBD inh	PI5P4K alpha inh	EPAC1 agonist
COC(=O)Cn1c(=O)n(CCc2ccccc2)c(=O)c2c3c(sc21)CCCC3
 : -5%	-0.7	9%	-7%	-1.7	-4%	·	11%
COc1ccc(C(=O)CN2C(=O)c3ccccc3S2(=O)=O)cc1
 : 3%	0.6	2%	-1%	-0.2	3%	0	-2%
COc1cccc(NC(=O)CN2C(=O)NC(C)(CCC(C)C)C2=O)c1 (stereo not given)
 : -5%	-1.2	0%	2%	-1.4	-9%	4	3%
Cc1cccc(-c2nn(-c3ccccc3)cc2C(=O)N(C)CC(=O)Nc2ccc(N3CCOCC3)cc2)c1
 : -3%	-1.8	-6%	-22%	-2.3	-1%	-6	4%
CC1(c2ccccc2)NC(=O)N(CC(=O)Nc2ccc3c(c2)OCO3)C1=O (stereo not given)
 : 2%	1.0	8%	-8%	-1.1	-3%	-20	-7%
O=C(NCc1ccco1)c1ccc2c(=O)n(CC3CCCO3)c(=S)[nH]c2c1 (stereo not given)
 : 1%	-3.3	0%	10%	-3.5	-4%	-13	0%
CCOCCCN(C(=O)Cn1nnc(-c2ccc(C)o2)n1)C(C(=O)NCC1CCCO1)c1ccc(F)cc1 (stereo not given)
 : 6%	-0.9	-1%	-3%	-0.7	4%	0	2%
O=C(/C=C/c1ccccc1)Nc1ccc(C(=O)N2CCCCC2)cc1
 : -2%	1.9	8%	-3%	-2.4	-3%	-4	1%
CCCC(=O)Nc1ccccc1NC(=O)CN(C)S(=O)(=O)c1ccccc1
 : 8%	-2.4	2%	-6%	0.2	?	3	-3%
N#Cc1c(-c2ccccc2)cc(C2CC2)nc1SCC(=O)c1cccs1
 : -1%	-1.5	2%	8%	-3.3	0%	-1	6%
CC(C)(C)OC(=O)N1CCc2onc(-c3ccccc3F)c2C1=O
 : 3%	-0.4	-1%	-3%	-2.1	1%	9	-2%
O=C(COC(=O)c1ccccc1C(=O)c1ccccc1)NCCc1ccccc1
 : -14%[57.1 µM]	-0.8	3%	3%	-5.5	1%	1	7%

Not all compounds are listed. The share of hits here may be higher or lower than overall.
